# TEAD-YAP inh – TEAD-YAP interaction inhibition; hit rate 1.4% among 640,000; AID 1259422; inhibition, % at 9.12 µM; HEK-TIYL cells, TEAD-Gal4/YAP UAS-luciferase luminescence; in the data active = inhibition above about 32%;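 also: 0% = median of test compound wells and 100% = reference inhibitor wells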
# GPR151 ag – activates the human receptor GPR151; Q8TDV0; PathHunter beta-arrestin GPR151 cells, luminescence; activation, % at 11.2 µM; hit rate 1% among 650,000; in the data active = activation above about 4.9%;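 also: 0% = median of compound wells and 100% = cells with positive control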
# Target sequence (Q8TDV0 whole entry, looked up): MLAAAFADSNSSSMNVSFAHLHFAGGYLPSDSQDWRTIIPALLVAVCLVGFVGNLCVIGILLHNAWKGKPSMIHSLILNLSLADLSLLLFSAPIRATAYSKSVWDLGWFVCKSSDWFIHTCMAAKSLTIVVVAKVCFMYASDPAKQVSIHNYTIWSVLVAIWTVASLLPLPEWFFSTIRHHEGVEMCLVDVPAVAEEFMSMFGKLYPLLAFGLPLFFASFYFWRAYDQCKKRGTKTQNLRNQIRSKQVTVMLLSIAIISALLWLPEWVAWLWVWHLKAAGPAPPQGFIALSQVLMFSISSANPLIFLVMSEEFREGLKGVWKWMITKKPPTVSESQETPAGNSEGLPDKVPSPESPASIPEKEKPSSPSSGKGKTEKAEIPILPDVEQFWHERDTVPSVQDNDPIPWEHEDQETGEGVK
# FBW7 activator – human FBW7 E3 ligase activation, primary screen; Q969H0; hit rate 0.13% among 650,000; normalized activity (activation), % at 26.1 µM; AlphaScreen FBW7–phospho-cyclin E peptide binding, activator screen; AID 1259310; in the data active = normalized activity above about 1.9%;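 also: purified mutant Fbw7 with reduced substrate affinity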
# Target sequence (Q969H0 whole entry, looked up): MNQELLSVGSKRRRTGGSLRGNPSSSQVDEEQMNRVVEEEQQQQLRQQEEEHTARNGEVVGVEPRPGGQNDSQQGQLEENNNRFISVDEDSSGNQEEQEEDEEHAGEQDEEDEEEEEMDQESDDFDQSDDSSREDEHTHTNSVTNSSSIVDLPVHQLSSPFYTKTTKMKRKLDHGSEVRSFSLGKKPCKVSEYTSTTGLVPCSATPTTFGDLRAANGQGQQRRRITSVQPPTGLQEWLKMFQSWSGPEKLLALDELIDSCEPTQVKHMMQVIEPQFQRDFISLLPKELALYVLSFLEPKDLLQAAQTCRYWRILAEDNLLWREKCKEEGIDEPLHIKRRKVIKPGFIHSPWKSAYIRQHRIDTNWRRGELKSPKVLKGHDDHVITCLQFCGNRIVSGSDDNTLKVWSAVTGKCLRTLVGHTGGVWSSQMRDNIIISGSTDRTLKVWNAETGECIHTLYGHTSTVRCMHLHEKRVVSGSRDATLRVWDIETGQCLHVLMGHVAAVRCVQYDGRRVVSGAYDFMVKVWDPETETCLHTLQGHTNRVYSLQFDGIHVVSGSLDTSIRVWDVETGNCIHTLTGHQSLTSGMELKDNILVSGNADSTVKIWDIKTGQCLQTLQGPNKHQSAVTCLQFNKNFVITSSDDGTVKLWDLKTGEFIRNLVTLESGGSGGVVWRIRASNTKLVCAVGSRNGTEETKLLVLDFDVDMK
# MITF primary – inhibitors of human MITF. AID 1259374. hit rate 0.91% among 650,000. O75030. AlphaScreen MITF homodimerization, bead proximity signal. inhibition, % at 2.6 µM; in the data active = inhibition above about 50%;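 also: 0% = vehicle wells with protein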
# An asterisk follows results filed as active; & = joins results of further samples.
SMILES,TEAD-YAP inh,GPR151 ag,FBW7 activator,MITF primary
CC(=O)Oc1cc(N2CCOCC2)c(OC(C)=O)c2c1C(=O)c1ccccc1C2=O,64*,-1.4,-0.6,25
Cc1ccccc1C(=O)Nc1cccc(NC(=O)c2ccc(F)cc2)c1,-4,0.7,0.1,18
O=C(CSc1nnc(-c2cccnc2)o1)c1cccs1,-5,0.8,0.0,5
COC(=O)c1cc(NC(=O)C2C3C=CC(C3)C2C(=O)O)cc(C(=O)OC)c1 (stereo not drawn),-1,-0.5,-0.1,8
Cc1ccc2c(nc3s/c(=C\c4ccccc4OCc4ccc(Cl)cc4Cl)c(=O)n32)c1C,-7,0.5,0.0,4
Cc1c(C(=O)NCC2CCCO2)sc2ncnc(N3CCN(c4ccccc4)CC3)c12 (stereo not drawn),2,0.0,-0.2,6
CC(C)n1cnc2c(NCCN3CCOCC3)nc(-c3ccc(C(=O)N4CCN(C)CC4)cc3)nc21,3,-1.5,0.3,20
N#Cc1c(NC(=O)c2ccc([N+](=O)[O-])cc2[N+](=O)[O-])sc2c1CCCC2,2,-0.3,-0.1,-19
O=C(c1c(F)cccc1F)N1CCN(S(=O)(=O)c2ccc(Cl)cc2)CC1,5,2.1,-0.1,-1
CCOc1cccc(OCCCN(C)Cc2ccccc2)c1,-2,-1.1,0.2,3
O=C1CCCCN1c1ccc(NS(=O)(=O)c2ccccc2Cl)cc1,-7,-0.3,-0.2,-6
CCOc1ccccc1NC(=O)Cn1cnc2c(cnn2-c2ccccc2C)c1=O,15,0.3,-0.1,0
CC(C)[C@@H](Cn1nnc2ccccc21)NC(=O)c1cc2ncccn2n1,-15,0.9,0.1,-14
Cc1ccc(C2=C/C(=C\c3ccc(C)c([N+](=O)[O-])c3)C(=O)O2)cc1,-6,-0.6,1.1,28
COC(=O)Cn1cc(/C=C2\NC(=O)N(Cc3ccc(Cl)cc3)C2=O)c2ccccc21,4,0.0,-0.1,9
Cc1ccc(NC(=O)CN2CCN(CC(=O)Nc3ccc(Cl)cc3)CC2)cc1F,-3,-0.5,0.1,-9
Cc1cc(C=O)c(O)c(C=NCCN=Cc2cc(C)cc(C=O)c2O)c1,2,-1.0,-0.1,2
O=C(Nc1nc(-c2ccccc2)cs1)C1CC2CCC1C2 (stereo not drawn),-65,0.3,0.5,-4
CN(C)/N=C/c1cc([N+](=O)[O-])ccc1N1CCOCC1,-9,1.2,0.2,5
Cn1cc(C(=O)O)c(=O)c2cc(S(=O)(=O)N3CCCC3)ccc21,0,-1.1,-0.1,-7

# 13 successive entries already listed:
SMILES,TEAD-YAP inh,GPR151 ag,FBW7 activator,MITF primary
N#Cc1c(NC(=O)c2ccc([N+](=O)[O-])cc2[N+](=O)[O-])sc2c1CCCC2,2,-0.3,-0.1,-19
O=C(c1c(F)cccc1F)N1CCN(S(=O)(=O)c2ccc(Cl)cc2)CC1,5,2.1,-0.1,-1
CCOc1cccc(OCCCN(C)Cc2ccccc2)c1,-2,-1.1,0.2,3
O=C1CCCCN1c1ccc(NS(=O)(=O)c2ccccc2Cl)cc1,-7,-0.3,-0.2,-6
CCOc1ccccc1NC(=O)Cn1cnc2c(cnn2-c2ccccc2C)c1=O,15,0.3,-0.1,0
CC(C)[C@@H](Cn1nnc2ccccc21)NC(=O)c1cc2ncccn2n1,-15,0.9,0.1,-14
Cc1ccc(C2=C/C(=C\c3ccc(C)c([N+](=O)[O-])c3)C(=O)O2)cc1,-6,-0.6,1.1,28
COC(=O)Cn1cc(/C=C2\NC(=O)N(Cc3ccc(Cl)cc3)C2=O)c2ccccc21,4,0.0,-0.1,9
Cc1ccc(NC(=O)CN2CCN(CC(=O)Nc3ccc(Cl)cc3)CC2)cc1F,-3,-0.5,0.1,-9
Cc1cc(C=O)c(O)c(C=NCCN=Cc2cc(C)cc(C=O)c2O)c1,2,-1.0,-0.1,2
O=C(Nc1nc(-c2ccccc2)cs1)C1CC2CCC1C2 (stereo not drawn),-65,0.3,0.5,-4
CN(C)/N=C/c1cc([N+](=O)[O-])ccc1N1CCOCC1,-9,1.2,0.2,5
Cn1cc(C(=O)O)c(=O)c2cc(S(=O)(=O)N3CCCC3)ccc21,0,-1.1,-0.1,-7

# Reprinted at random: two compounds from above, in no set order.
SMILES,TEAD-YAP inh,GPR151 ag,FBW7 activator,MITF primary
CN(C)/N=C/c1cc([N+](=O)[O-])ccc1N1CCOCC1,-9,1.2,0.2,5
Cc1c(C(=O)NCC2CCCO2)sc2ncnc(N3CCN(c4ccccc4)CC3)c12 (stereo not drawn),2,0.0,-0.2,6

# Later entries.
SMILES,TEAD-YAP inh,GPR151 ag,FBW7 activator,MITF primary
CCC(=O)N1c2ccccc2-c2nnc(SC)nc2OC1c1ccc(C)o1 (stereo not drawn),3,0.3,0.1,4
Cc1cc(Br)ccc1NC(=O)C(=O)NCc1ccc2c(c1)OCO2,3,1.3,0.0,-2
Cc1ccccc1N1CCN(C2=NC(=O)/C(=C\c3ccc(O)cc3)S2)CC1,-14,-0.1,-0.9,-5
CCOc1ccccc1NC(=O)CN(C)S(=O)(=O)c1cnc[nH]1,-1,0.3,-0.2,0
CCN(CC)CCNC(=O)COc1ccc(OC)cc1,-2,3.0&-0.8,-0.1&-0.1,-6&5
Cc1ccccc1NS(=O)(=O)c1ccc(C)c(C(N)=O)c1,10,1.1,0.0,9
CN(C(=O)c1cccs1)C(Cc1ccccc1)C1CCN(C(=O)c2cnsn2)CC1 (stereo not drawn),-9,-0.9,1.0,16
O=C1c2cccnc2C(=O)N1Cc1ccc(F)cc1S(=O)(=O)Nc1cccc(Cl)c1,-1,-2.6,-0.1,2
O=C(CCCOc1ccc(Cl)cc1Cl)Nc1ccccc1F,-10,-0.3,0.0,7
Cc1ccsc1-c1nc(C(N)=O)c2[nH]c(=O)n(-c3ccccc3)c2n1,5,-0.8,0.5,14
COC(=O)c1cc2c(=O)n3cccc(C)c3nc2n(CCCN2CCOCC2)c1=N,-9,-0.1,-0.1,3
CCOc1cccc2c1NC(C)(C)c1sn(-c3ccc(C)cc3)c(=S)c1-2,5,-1.4,0.0,-5
O=C(Nc1ccc2c(c1)OCO2)c1cnc(N2CCC(N3CCOCC3)CC2)s1,-9,-0.2,0.1,9
O=C(Oc1ccc(Br)cc1)C1CCC(N2C(=O)C3C4C=CC(C4)C3C2=O)CC1 (stereo not drawn),-7,-0.2,-0.1,9
Cc1c(NC(=O)c2ccc([N+](=O)[O-])cc2)c(=O)n(-c2ccccc2)n1C,3,-0.4,0.0,-1
Fc1ccc(-c2cn3c4c(sc3n2)CCCC4)cc1,52*,-10,0.2,-10
COc1ccc(CN2CCNC(=O)C2CC(=O)NCc2cc(F)ccc2C)c(OC)c1 (stereo not drawn),9,1.9,-0.1,9
O=[N+]([O-])c1cccc(-c2nc3c4ccccc4nc(SCc4cccc(Cl)c4)n3n2)c1,-14,3.5,-0.3,-10
CCOc1ccc(OCCC(=O)Nc2cccc(OC)c2)cc1,1,-0.6,0.1,-4
O=C(/C=C/c1ccc(Cl)cc1)NCC1(c2ccccc2)CCCC1,-5,2.1,0.1,7
CCOC(=O)C1=C(C)N=c2s/c(=C\c3ccc(C(=O)O)cc3)c(=O)n2C1c1ccc(F)cc1 (stereo not drawn),5,-0.2,0.1,8
Cc1cc(C)cc(NC(=O)C(CC(C)C)NS(=O)(=O)c2ccc3c(c2)oc(=O)n3C)c1 (stereo not drawn),1,3.9,-0.1,-6
COCc1cc(C)nc(SCC(=O)c2ccc(O)c(O)c2)c1C#N,-21,0.3,0.0,19
Nc1nonc1N/N=C/c1ccccc1,-7,-1.1,-0.1,-5
COc1ccc(O)c(CNn2c(-c3cc(OC)c(OC)c(OC)c3)nc3ccccc3c2=O)c1,0,0.3,0.0,10
O=C1C(Cl)=C(Nc2cccc([N+](=O)[O-])c2)C(=O)c2ccccc21,-14,-1.5,0.0,-8
CN1CCN(CC(=O)Nc2sc3c(c2C#N)CCCC3)CC1,-2,-0.7,-0.1,15
Cn1c(=O)[nH]c(=O)c2c1nc1n2CCCN1C1CCCCC1,-3,-0.9,-0.1,-9
Cc1ccccc1C(NC(=O)C1CCN(C(=O)c2ccno2)CC1)c1ncccc1C (stereo not drawn),-2,0.4,0.1,17
CC(C(=O)Nc1cccc2ccccc12)N(c1ccc(Cl)cc1)S(C)(=O)=O (stereo not drawn),-12,-0.6,-0.2,-5
CCOC(=O)CON1C(=O)C(=O)N(OCC(=O)OCC)C2CCCCC21 (stereo not drawn),-6,0.5,-0.1,43
COc1ccccc1OCCC(=O)OCC(=O)c1[nH]c(C)c(C(C)=O)c1C,-1,2.6,0.2,11
Cc1cc(Nc2ccc([N+](=O)[O-])cc2)nc(-c2ccccc2O)n1,8,-0.3,-0.1,13
CC1=C(C(=O)Nc2cccnc2)C(c2ccccc2F)n2nnnc2N1 (stereo not drawn),9,-1.2,0.4,16
Cc1nc2sc(C(=O)c3ccccc3)c(N)c2c(C)c1C,-5,0.8,0.2,-4
CCOC(=O)C1=C(C)N=c2s/c(=C3\C(=O)N(CC)c4ccccc43)c(=O)n2C1c1ccc(OC(=O)c2ccco2)cc1 (stereo not drawn),6,-0.9,-0.2,-6
CCOc1ccc(C(c2sc3nc(C)nn3c2O)N2CC(C)OC(C)C2)cc1OC (stereo not drawn),-1,0.6,-0.2,0
CCc1ccc(NC(=O)CN2C(=O)CCSc3ccccc32)cc1,-8,-0.4,0.1,0
COC(=O)c1ccc2c(=O)n(CCC3=CCCCC3)c(SCC(=O)N3CCCc4ccccc43)nc2c1,3,3.1,-0.2,-6
CCOC(=O)C(C(=O)NCC1CCCO1)C1CCCCC1 (stereo not drawn),0,1.2,0.0,13
Cc1cccc(NC(=S)N2CCC(N(C)C(C)C)CC2)c1,2,1.0,-0.1,0
CCCNc1ccnc2c(-c3ccc(N)cc3)cnn12,76*,-1.2,1.0,4
Cc1cccc(CN[C@H]2C[C@H]3C(=O)N[C@@H](COCc4ccccc4)C(=O)N3C2)c1,-3,1.5,-0.3,-7
Cc1ccc(C)c(OCC(=O)O/N=C(\N)c2ccccc2)c1,-13,-0.7,0.0,-18
COC(=O)c1ccccc1-c1ccc(C=C2C(=O)NC(=S)NC2=O)o1,2,-0.3,0.1,13
CCCOc1ccc(C2C(C(=O)N3CCCCC3)=C(C)NC3=C2C(=O)CC(C)(C)C3)cc1OC (stereo not drawn),9,1.3,-0.1,8
COC(=O)c1cc(NC(=O)c2ccc(N3CC4CC(C3)c3cccc(=O)n3C4)c(NC(=O)c3ccc(OC)cc3)c2)cc(C(=O)OC)c1 (stereo not drawn),-8,1.3,0.0,-11
CC12C=CC3(O1)C(C(=O)N(C1CCCC1)C3C(=O)NC1CCCCC1)C2C(=O)Nc1ccc(Cl)c(Cl)c1 (stereo not drawn),-1,1.5,0.0,-1
Cc1cccc(Nc2nc(O)c(C3=c4ccccc4=NC3=O)s2)c1C,6&2,1.1&1.2,-0.2&-0.2,-2&11
COc1cccc(C2C(C#N)=C(N)N(N(C)C)C3=C2C(=O)CCC3)c1OC (stereo not drawn),-10,1.3,0.1,-6
CCOC(=O)c1ccc(-n2c(C)cc(/C=C3/SC(=O)N(C)C3=O)c2C)cc1,7,0.1,0.0,11
CC(c1cccnc1)N(CCN(C)C)C(=O)Nc1ccc(Cl)c(Cl)c1 (stereo not drawn),2,0.2,0.2,9
CCN1C(=O)CC(CC(=O)N2CCCCC2)(c2cccc(C(F)(F)F)c2)C1=O (stereo not drawn),-5,1.4,-0.1,-11
CCOC(=O)C(C#N)C(=O)c1ccc(N2C(=O)c3ccccc3C2=O)cc1 (stereo not drawn),0,3.0,-0.1,-9
CCNC(=S)N(C)c1ccc(O)cc1,-2,1.3,-0.2,-1
COc1cccc(CNC(=O)c2cc3ccc(-c4ccnc(N)c4)cc3[nH]2)c1,-16,0.1,0.0,-9
Cc1cc(C2C(C#N)=C(N)N(c3ncn[nH]3)C3=C2C(=O)CC(C)(C)C3)c(C)s1 (stereo not drawn),13,-0.8,0.2,13
CCOC(=O)C1CCN(CC(O)COCc2ccccc2)CC1 (stereo not drawn),6,-1.1,0.2,37
N#CC1(C#N)[C@H](c2ccccc2)[C@@H](C(=O)c2ccsc2)N2c3ccc(Cl)cc3C=C[C@@H]21,3,-1.3,-0.3,0
Cc1sc2ncnc(Oc3ccccc3Br)c2c1C,-11,-1.1,0.1,-2

# Following part.
SMILES,TEAD-YAP inh,GPR151 ag,FBW7 activator,MITF primary
CC/C(C)=N/Nc1cccc([N+](=O)[O-])c1,-19,0.0,0.1,6
COc1ccc(NC(=O)c2sc3nc(C)nc(N4CCN(c5ccccn5)CC4)c3c2C)cc1OC,1,-0.5,0.2,28
COCCNC(=O)c1ccc2c(c1)ncn2-c1cc(C)cc(C)c1,-10,-1.5,0.0,2
COc1cc(C2N=C(c3ccccc3)C(C)(C)N2O)ccc1O (stereo not drawn),9,0.7,0.1,3
Cc1sc2nc(C)n(C3CCN(C(=O)C(C)C)CC3)c(=O)c2c1C,6,1.5,0.0,-13
COc1ccc(C(=O)N2CCc3c([nH]c4ccccc34)C2c2ccc(OC)cc2)cc1 (stereo not drawn),8,-0.7,0.1,13
Cc1cccc(-c2nc(C(N)=O)c3[nH]c(=O)n(-c4ccc(F)cc4)c3n2)c1,2,-0.8,0.9,12
O=C(COc1ccc(Cl)cc1)Nc1c2c(nn1-c1ccc([N+](=O)[O-])cc1)CS(=O)(=O)C2,-2,0.0,0.1,-3
Cc1cc2c(s1)c1cnn(CC(=O)N3C(C)CCCC3C)c(=O)c1n2C (stereo not drawn),6,-0.2,0.1,15
CCC(=O)Nc1ccc(-c2nc3cc(Cl)ccc3o2)cc1,-75,0.4,0.7,-5
CC(=O)c1ccc(NC(=O)C2OC3OC4(CCCCC4)OC3C3OC4(CCCCC4)OC23)cc1 (stereo not drawn),-20,1.5,0.6,-8
COc1ccc(/C(C)=N/NC(=O)c2nn(Cc3ccccc3)c(=O)c3ccccc23)c(O)c1,-12,-1.5,0.6,25
O=C(Nc1cccc2cccnc12)c1ccc(Cl)cc1[N+](=O)[O-],-10,0.2,-0.1,10
